inhibitors of VEEV: inhibitors of VEEV TC-83 cytopathic effect, confirmation, Vero cells (AID 588727) | Vero cells, VEEV TC-83 cytopathic effect inhibition; higher % means a stronger effect | inhibition, % at 20 µM, or IC50 in µM where a hit was titrated | actives 0.13% (n = 350,000); in the data active means a potency from the dose series; inconclusive means inhibition mostly from about 14% at the one dose, without a potency; inactive means the rest, 99 in 100 with inhibition below about 12%; further: strong numbers were not always called active
Numbers without * were called inactive; i = inactive; u = inconclusive.

Sample of the layout, 4 compounds:
SMILES	inhibitors of VEEV
C=CCn1nc(C(=O)N2CCOCC2)cc1-c1sc(NC(=O)c2ccccc2)nc1C	0.7%
Cc1nc(Cc2nnc(SCC(=O)N3c4ccccc4NC(=O)C3(C)C)o2)cs1	0.9%
Cc1csc(=O)n1CCC(=O)OCC(=O)NCc1ccccc1	0.2%
C[C@@H]1CN([C@@H](C)CO)S(=O)(=O)c2ccc(C#CC3CCCCC3)cc2O[C@@H]1CN(C)Cc1cccnc1	4.7%

The listing (from the top)
SMILES	inhibitors of VEEV
C=CCn1nc(C(=O)N2CCOCC2)cc1-c1sc(NC(=O)c2ccccc2)nc1C	0.7%
Cc1nc(Cc2nnc(SCC(=O)N3c4ccccc4NC(=O)C3(C)C)o2)cs1	0.9%
Cc1csc(=O)n1CCC(=O)OCC(=O)NCc1ccccc1	0.2%
C[C@@H]1CN([C@@H](C)CO)S(=O)(=O)c2ccc(C#CC3CCCCC3)cc2O[C@@H]1CN(C)Cc1cccnc1	4.7%
COc1cccc(CN2CC(C(=O)NCCc3nccs3)CCC2=O)c1 (configuration not stated)	0.6%
COC(=O)c1cn(Cc2ccc(F)cc2)c2ccccc12	i
C[C@H](CO)N1C[C@H](C)[C@@H](CN(C)CC2CCOCC2)Oc2cc(C#Cc3ccccc3F)ccc2S1(=O)=O	6.3%
COc1cccc(CN(CCC(=O)O)Cc2cccc(OC)c2)c1	0.4%
COc1ccc([C@@H]2C[C@H]3[C@@H](CN2S(=O)(=O)c2ccccc2)C(=O)C[C@@H](c2cccc4ccccc24)N3S(=O)(=O)c2ccc(C)cc2)cc1	0.9%
C[C@H](CO)N1C[C@H](C)[C@H](CN(C)Cc2ccc(C(=O)O)cc2)OCc2ccccc2-c2c(n(C)c3ccccc23)C1=O	2.1%
O=C(c1cccs1)N1C[C@@H](O)[C@H](n2cc(C3CC3)nn2)C[C@@H]1c1ccccc1	0.7%
CCc1cccc(CC)c1N1C(=O)C2=C(SCCCS2)C1=O	2.5%
Cn1cc(C=CC(=O)O)c2nccnc21	2.4%
CC1(C)N=C(N)N=C(N)N1c1ccc(OCC(=O)N2CCOCC2)cc1	0.1%
O=C(OCc1cn([C@@H]2CN(C(=O)C3CCCCC3)[C@@H](c3ccc(Cl)cc3)C[C@H]2O)nn1)c1ccccc1	i
CC(=O)Nc1ccc2sn(-c3ccccc3)c(=O)c2c1	i
COC(=O)C1=C(O)/C(=C/c2ccc(OCC(=O)Nc3ccc(OC)cc3)cc2)N=C1C	2.9%
CC(C)COC(=O)N(C)C[C@H]1OCc2cn(nn2)CCCC(=O)N([C@H](C)CO)C[C@@H]1C	0.1%
Cc1c(-c2ccc(OCCN3CCCCC3)cc2)c(=O)oc2ccc3ccccc3c12	1.6%
CC(C)(C)OC(=O)NCCc1onc(-c2ccccc2F)c1C(=O)O	0.3%
Cn1c(SCC(=O)NC2CCCCC2)nnc1C(F)(F)F	4.0%
COc1ccccc1-c1ccc([C@@H]2C[C@H]3[C@@H](CN2)CON3C)cc1	0.4%
COC(=O)C1=C(c2ccc(OCc3ccccc3)cc2)C[C@@H]2CC[C@H]1N2C(=O)NCCc1ccc(F)cc1	0.6%
CC(Sc1nnc(C(C)Oc2ccc(F)cc2)o1)C(=O)NCc1ccc2c(c1)OCO2 (configuration not stated)	1.9%
CN(C)c1ccc(N=Nc2nccs2)cc1	2.9%
COc1ccc2nc(N(CCN(C)C)C(=O)c3ccc4ncsc4c3)sc2c1	4.5%
C=CCN(c1ccccc1OC)S(=O)(=O)c1ccc(Cl)c(C(=O)NCc2ccco2)c1	1.6%
COc1ccc(C2c3cc(OC)c(OC)cc3CCN2S(C)(=O)=O)cc1OC (configuration not stated)	0.9%
O=C(OCc1cn([C@@H]2C[C@H](c3ccccc3)N(C(=O)C3CCCCC3)C[C@H]2O)nn1)c1ccccc1	1.2%
C[C@@H]1CN([C@H](C)CO)S(=O)(=O)c2ccc(Br)cc2O[C@H]1CN(C)C(=O)C1CC1	0.6%
COc1ccc([C@H]2C[C@@H](n3cc(C4CC4)nn3)[C@H](O)CN2C(=O)c2cccs2)cc1	0.2%
CCCCOC1OCN(C2CCCCC2)CC1(C)C (configuration not stated)	0.7%
CC(C)(C)c1ccc(C(=O)NCc2nnc(SCC(=O)N3CCCC3)o2)cc1	i
C1CCN(CCC2CCCCN2)CC1 (configuration not stated)	0.3%
O=C(NCCN1CCOCC1)C(=O)NCC1OCCN1S(=O)(=O)c1ccc(Cl)cc1 (configuration not stated)	i
CC(C)N=C(NC(C)C)N1CC1	0.3%
COC(=O)C[C@H]1C[C@H]2c3cc(NC(=O)CC4CC4)ccc3O[C@H]2[C@H](CO)O1	0.4%
N#Cc1cnn(-c2cc(Cl)ccc2Cl)c1N	0.2%
C=CCn1c(C)nnc1SCC(=O)N1c2ccccc2NC(=O)C1(C)C	i
COc1ccccc1OCCSc1nc2ccccc2n1CC(=O)O	1.9%
CC1=C(C(=O)N(C)C)CC(CC(=O)NCCc2ccccn2)C(=O)N1CCC1=CCCCC1 (configuration not stated)	1.5%
COc1cccc(COC(=O)C(Cc2ccccc2)NC(=O)c2ccco2)c1 (configuration not stated)	i
C=C(C)c1cccc(C(C)(C)NC(=O)N(C)C2CCN(C)CC2)c1	i
Cc1nc2ccccn2c(=O)c1NC(=O)c1ccc(Br)o1	0.5%
COc1nc(=O)n(C2C=CC(=O)O2)cc1F (configuration not stated)	u
NC(=O)C1CC(=O)N(c2ccc(OCc3ccc(Cl)c(Cl)c3)cc2)C1 (configuration not stated)	i
O=C(COC(=O)c1ccc(F)cc1F)Nc1ccc(S(=O)(=O)N2CCOCC2)cc1	0.4%
C[C@@H]1CN([C@@H](C)CO)C(=O)CCCn2cc(nn2)CO[C@H]1CN(C)C(=O)c1cc(-c2ccccc2)on1	1.1%
c1ccc2c(c1)COc1c3ncccc3nn1-2	i
C[C@H]1C(=O)N(C)CCN1C(=O)c1ccc(OC2CCN(CCc3ccccc3)CC2)cc1	i
Next part.
SMILES	inhibitors of VEEV
COc1cccc(-c2ccc3c(c2)O[C@@H](CN(C)C(=O)C2CCOCC2)[C@H](C)CN([C@H](C)CO)S3(=O)=O)c1	5.7%
CN1OC[C@@H]2CN[C@H](c3cccc(N4CCOCC4)c3)C[C@@H]21	0.1%
CCCCN1C(=O)C(CC(=O)NCCCCc2ccccc2)CC(C(=O)N2CCOCC2)=C1C (configuration not stated)	i
Cc1ccc(CNS(=O)(=O)c2ccc(-n3cccn3)cc2)cc1	0.8%
C[C@H]1Cn2cnc(C(=O)Nc3ccc(CNC(=O)OC(C)(C)C)cc3)c2C(=O)N1	11%
COc1cccc(CN2C(=NC(=O)C3CCCO3)SC3CS(=O)(=O)CC32)c1 (configuration not stated)	2.0%
CCOc1ccc(S(=O)(=O)NCCC(=O)NCC(c2ccc(OC)cc2)N2CCOCC2)cc1 (configuration not stated)	i
Cc1cccc(S(=O)(=O)N(C)C[C@@H]2OCc3cnnn3CCCC(=O)N([C@H](C)CO)C[C@@H]2C)c1	1.7%
CCN(Cc1ccc(Br)s1)C(=O)CSc1nnc(C2CC2)n1C1CC1	i
CC1=C(C(=O)N2CCOCC2)CC(CC(=O)NC2CCCCC2)C(=O)N1Cc1ccc(C(C)(C)C)cc1 (configuration not stated)	56%
CCC/C=C/c1ccc(CN2C(C)C(=O)N(Cc3cn(CCOCOC)nn3)CCS2(=O)=O)cc1 (configuration not stated)	i
Cn1/c(=N/N=C/c2ccccn2)sc2ccccc21	9.2%
O=C(COC(=O)c1cccnc1Cl)Nc1ccc(N2CCOCC2)cc1	0.6%
NC(=S)NN=Cc1nccc2c(N)cccc12	10%
Cc1nn(CC(C)C)c(Cl)c1C(=O)NC1CCCC1	6.5%
O=C(C1CCCCC1)N1C[C@@H](O)[C@H](n2cc(-c3ccc(F)cc3)nn2)C[C@@H]1c1ccc(Cl)cc1	3.9%
O=C1OC(COCC#Cc2ccccc2)CN1c1ccccc1 (configuration not stated)	i
C[C@H]1CN([C@@H](C)CO)C(=O)c2cc(Br)cnc2O[C@H]1CN(C)C(=O)c1ccccn1	i
O=C(CCN1CCCO1)N1CCCC(Nc2cccc(F)c2)C1 (configuration not stated)	i
Cc1ccc(NC(=O)CN(C)C(=O)c2cccc(S(=O)(=O)N3CCc4ccccc4C3)c2)cc1	0.4%
C[C@H](CO)N1C[C@H](C)[C@@H](CN(C)C(=O)CCCN(C)C)OCc2cn(nn2)CCCC1=O	1.0%
CCOc1ccccc1NC(=O)c1cc2ccccc2o1	0.1%
CC1Cc2ccccc2N1C(=O)CN1CCN(S(=O)(=O)c2ccc3c(c2)OCCCO3)CC1 (configuration not stated)	0.6%
COc1ccc(OCC(=O)N2CCN(S(=O)(=O)c3ccc4c(c3)OCCO4)CC2)cc1	i
COC(=O)C1=C(c2ccc(OCc3ccccc3)cc2)C[C@@H]2CC[C@H]1N2C(=O)NCc1ccc(C(C)(C)C)cc1	0.3%
O=C(NCC(=O)N1CCN(Cc2c(F)cccc2Cl)CC1)c1cccs1	0.3%
O=[N+]([O-])c1ccc(N2CCN(Cc3ccccc3)CC2)c2c1no[n+]2[O-]	i
Cc1ccc([C@H]2N[C@]3(CCCN(Cc4ccc(C(F)(F)F)cc4)C3=O)[C@H]3C(=O)N(C)C(=O)[C@@H]23)cc1	1.0%
Cc1cccc(N(CC(=O)N2CCCC2)S(C)(=O)=O)c1C	0.4%
COc1ccc([C@H]2N[C@]3(CCCN(Cc4ccccc4)C3=O)[C@H]3C(=O)N(C)C(=O)[C@@H]23)cc1	i

No new results follow: an excerpt of the list.
SMILES	inhibitors of VEEV
C=CCn1nc(C(=O)N2CCOCC2)cc1-c1sc(NC(=O)c2ccccc2)nc1C	0.7%
Cc1nc(Cc2nnc(SCC(=O)N3c4ccccc4NC(=O)C3(C)C)o2)cs1	0.9%
Cc1csc(=O)n1CCC(=O)OCC(=O)NCc1ccccc1	0.2%
C[C@@H]1CN([C@@H](C)CO)S(=O)(=O)c2ccc(C#CC3CCCCC3)cc2O[C@@H]1CN(C)Cc1cccnc1	4.7%
COc1cccc(CN2CC(C(=O)NCCc3nccs3)CCC2=O)c1 (configuration not stated)	0.6%
COC(=O)c1cn(Cc2ccc(F)cc2)c2ccccc12	i

(next part)
SMILES	inhibitors of VEEV
CN[C@H](C)C(=O)NC[C@H]1O[C@@H](n2ccc(N)nc2=O)[C@H](O)[C@@H]1O	0.6%
Cc1ccccc1NC(=O)Cc1nc(COC(=O)c2nccnc2N)cs1	6.7%
COc1ccc(C(=O)COC(=O)C2COc3ccccc3O2)c(OC)c1 (configuration not stated)	i
COc1ccc2nc3n(c(=O)c2c1)-c1ncccc1C(=O)NC3C (configuration not stated)	2.5%
CCCCN1C(=O)C(CC(=O)NCc2cccs2)CC(C(=O)N(C)C)=C1C (configuration not stated)	0.8%
COc1ccc(C(=O)N2CCc3ccccc3C2)cc1S(=O)(=O)N1CCCC1	0.2%
CCCCCCNC(=O)O[C@H]1Cn2c(=O)ccc(=O)n2[C@@H]2CN(S(=O)(=O)c3ccc(C)cc3)C[C@]12O	23%
Cc1noc(C)c1S(=O)(=O)N(C)C[C@@H]1OCc2cnnn2CCCC(=O)N([C@H](C)CO)C[C@@H]1C	0.9%
CCNC(=O)N1Cc2ccccc2-n2nncc2C1	1.3%
CC(C)OC(=O)N(C)C[C@@H]1OCc2ccccc2-c2c(n(C)c3ccccc23)C(=O)N([C@@H](C)CO)C[C@H]1C	0.9%
O=C(O)C(=Cc1ccc([N+](=O)[O-])cc1)c1cccc(Cl)c1	i
Cc1oc(-c2ccc(F)cc2F)nc1CN1CCN(C(=O)c2ccco2)CC1	3.2%
CC(=O)c1c(C)[nH]c(C(=O)OC(C)C(=O)NC2CCCCC2)c1C (configuration not stated)	3.2%
COc1ccc([C@H]2N[C@]3(CCCN(Cc4cccn4C)C3=O)[C@H]3C(=O)N(Cc4ccccc4)C(=O)[C@@H]23)cc1	1.4%
COc1ncnc2c1ncn2CCCNCc1ccco1	0.5%
CCN(CC(=O)Nc1ccc(C#N)cc1)CC(=O)Nc1ccc2c(c1)OCCO2	3.0%
Cc1ccsc1C(=O)NCC(c1cccs1)N1CCOCC1 (configuration not stated)	i
CC(C)c1ccc(NC(=O)CN(C)C2=NS(=O)(=O)c3ccccc32)cc1	0.4%
O=C1CCC(C(=O)OCC(=O)Nc2ccccc2Br)=NN1	i
COC(=O)c1cc(NC(=O)CC(=O)c2cccc(N)c2)cc(C(=O)OC)c1	i
CC1=NCC(C)c2ccccc21 (configuration not stated)	i
Cc1onc(-c2ccccc2)c1-c1nnc(COC(=O)c2ccc(N(C)C)cc2)o1	13%
Cc1ccc(S(=O)(=O)N2C[C@H]3N(C(=O)OC(C)C)N(C(=O)OC(C)C)C[C@H](OC(=O)NC4CCCC4)[C@@]3(O)C2)cc1	4.4%
Cc1cccc(-n2cnc3cc(C(=O)NCC4CCCO4)ccc32)c1 (configuration not stated)	10%
CCOC(=O)C1CN(C(=O)OCC)CC1=NNC(N)=O (configuration not stated)	i
O=C(NCc1nnnn1-c1ccc(Cl)cc1)c1ccc([N+](=O)[O-])o1	9.6%
Cc1ccc(S(=O)(=O)N2C[C@H]3[C@H]4C(=O)N(c5ccccc5)C(=O)[C@H]4C[C@H](OC(=O)NCc4ccccc4)[C@@]3(O)C2)cc1	4.3%
CCCCCC(=O)N1C[C@H](O)[C@@H](n2cc(COC(=O)c3ccccc3)nn2)C[C@@H]1c1ccc(Cl)cc1	4.7%
CCN(CC)C(=O)c1ncn2c1c(=O)[nH]c1ccccc12	0.3%
CC(=O)c1ccc(Nc2ncnc3ccc(Br)cc23)cc1	1.9%
Cc1nn(C)c2c1NC(=O)CS2	i

Screening results deposited in PubChem BioAssay by Southern Research Specialized Biocontainment Screening Center.

Only part of the results is shown; rates above refer to the full screens.
